# CBFb-RUNX1 inh – CBF-beta/RUNX1 interaction disruption. Potency, µM (highest dose often 59.8 µM), without a hit: at the top dose activity, negative = inhibition, hits mostly inhibitors. 230,000 tested, under 10 active. AID 1477. AlphaScreen CBFb-His/RUNX1-biotin binding, biochemical; note: % of control where 0% means no effect
# Target sequence (Q01196 whole entry, looked up): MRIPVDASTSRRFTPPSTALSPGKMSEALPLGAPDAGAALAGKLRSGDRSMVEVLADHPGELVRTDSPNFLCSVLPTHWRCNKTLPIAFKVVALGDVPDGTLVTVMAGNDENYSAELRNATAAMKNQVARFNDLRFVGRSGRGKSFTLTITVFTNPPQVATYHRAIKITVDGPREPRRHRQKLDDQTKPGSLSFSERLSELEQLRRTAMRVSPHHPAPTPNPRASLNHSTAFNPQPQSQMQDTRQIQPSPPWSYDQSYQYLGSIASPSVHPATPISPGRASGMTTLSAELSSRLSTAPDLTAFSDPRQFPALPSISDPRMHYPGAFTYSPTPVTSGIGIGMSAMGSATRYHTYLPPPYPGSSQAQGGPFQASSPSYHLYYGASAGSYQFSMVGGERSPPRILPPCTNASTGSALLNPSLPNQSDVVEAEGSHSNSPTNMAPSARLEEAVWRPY
# Target sequence (Q13951 whole entry, looked up): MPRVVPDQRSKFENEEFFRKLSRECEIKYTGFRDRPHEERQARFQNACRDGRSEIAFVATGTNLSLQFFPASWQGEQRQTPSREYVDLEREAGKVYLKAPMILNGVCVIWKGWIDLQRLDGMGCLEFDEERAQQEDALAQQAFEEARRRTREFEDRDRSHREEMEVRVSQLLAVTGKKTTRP
#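 His-tagged CBF-beta and biotinylated RUNX1 (30 nM each) were premixed 20 min at room temperature, exposed to compound for 15 min, then given nickel-chelate and streptavidin AlphaScreen beads (50 ng each). After 90 min, AlphaScreen signal was read.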
# GAA glycogen mod – GAA glycogen-cleavage inhibition or activation; P10253; recombinant GAA, glycogen substrate, Amplex Red glucose oxidase fluorescence; Potency, µM (titrated, usually from 76.4 µM), for the others: at the highest dose activity change, negative = inhibition, most hits filed as inhibitors; 0.38% of 300,000 active; AID 2100;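 note: potency is the fitted concentration of half-maximal effect; 0% = full enzyme reaction and -100% = no-enzyme basal signal; the screen sought inhibitors and activators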
#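 Recombinant human enzyme (4 nM); glycogen substrate; 37 C, 40 min, pH 5.0. Readout: coupled glucose oxidase/Amplex Red fluorescence.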
# HTT aggregate – inhibitors of mutant huntingtin aggregate formation in PC12 cells. PC12 HttQ103-GFP aggregates, Acumen cytometry, 40 h. Potency, µM (top dose mostly 46.1 µM), inactives show at the highest dose activity change, negative = inhibition, hits mostly inhibitors. 1.1% of 220,000 active; note: potency is the fitted concentration of half-maximal effect; % is set by controls: 0 for no effect and ±100 for the full control effect; nearly all actives have a fitted effect of over 60% in size
#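 Read-out: GFP aggregate count by laser scanning cytometer (488 nm excitation, 500-530 nm emission, 1–25 µm objects >6 SD above background). Cells: PC12, inducible HTTex1-Q103-GFP, 100 nM tebufenozide; compounds titrated.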
# GAA inhib – alpha-glucosidase (human) inhibition; purified human GAA, 4-MU-alpha-glucoside fluorescence; P10253; 0.005% of 200,000 active; Potency, µM (titrated, usually from 76.9 µM), for the others: at the top dose activity change, negative = inhibition, hits mostly inhibitors; AID 1466;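 note: potency is the fitted concentration of half-maximal effect; plate controls were uninhibited enzyme wells for no effect and no-enzyme background for full effect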
#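 AC50 values come from Hill fits of compound titrations (up to 77 uM) against 4 nM human enzyme. Substrate 4-methylumbelliferyl-alpha-D-pyranoside at 400 uM, pH 5.0 citrate buffer, 20 min room temperature; fluorescence Ex 365/Em 440 after alkaline stop.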
# GAA spleen mod – lysosomal alpha-glucosidase (human) modulation; P10253; human spleen homogenate, 4-MU-alpha-glucoside fluorescence; Potency, µM (series often up to 79.9 µM), without a hit: top-dose activity change, negative = inhibition, hits mostly inhibitors; 0.006% of 240,000 active;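 note: potency is the fitted concentration of half-maximal effect; 0% = enzyme with vehicle and -100% = no enzyme basal signal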
#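 Human spleen homogenate (1 ug) with 4-methylumbelliferyl-alpha-D-glucopyranoside (1 mM final) in 50 mM citrate/phosphate pH 5.0, 0.01% Tween-20; 40 min at 37 C. Stopped at pH 10; 4-MU fluorescence Ex 365/Em 440 nm; AC50 by Hill fit.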
# HTT ATP protect – Huntington cell model cytoprotection by ATP luminescence | Potency, µM (top dose mostly 56.4 µM), for the others: cytoprotection (ATP increase), actives largely listed as activators | 0.14% of 230,000 active | PC12 HTT-Q103 induced, cytoprotection, ATP luminescence, 40 h | AID 1471;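 note: potency is the fitted concentration of half-maximal effect; % of control where 0% means no effect; nearly all actives have a fitted effect of over 45% in size; toxic huntingtin expression switched on by the ecdysone agonist tebufenozide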
#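 PC12 cells stably carrying ecdysone-inducible Htt exon 1 (Q103)–GFP were induced with 100 nM tebufenozide (final) alongside library compounds in a dose series. Cytoprotection was scored as retained ATP by ATPlite luminescence.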
# Lamin A splicing – changes lamin A minigene splicing in HeLa cells | HeLa LMNA splicing GFP/RFP minigene ratio, 48 h | Potency, µM (doses to about 46.1 µM), for the others: top-dose ratio change, negative = inhibition, most hits filed as inhibitors | 0.01% of 200,000 active | AID 1487; active = well fitted inhibition curve with a large enough effect in the signal ratio, with a control signal flat, not every such curve was filed as active; inconclusive = small, poorly fitted or top-dose-only effect, or effect the other way, or a change in a side signal; the % refers to the signal ratio; note: potency is the fitted concentration of half-maximal effect; % is set by controls: 0 for no effect and ±100 for the full control effect
#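 S3 HeLa stable clones carrying a lamin A-EGFP splicing minigene plus DsRed2 were seeded at 600 cells/well in Opti-MEM with 2% FBS, pin-dosed and incubated 48 h at 37°C. Acumen cytometry (488 nm) gave the GFP/RFP total-intensity ratio.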
# An asterisk follows results filed as active; ? = inconclusive; . = no result given; & = joins results of further samples; [ ] = dose if it differs, or a comment. Unless noted, calls come from the whole dose curve; as a rule, active = well fitted curve in the direction sought with a large enough effect; inconclusive = small, poorly fitted or top-dose-only effect, or another doubt; inactive = no such curve, though single readings can be large; an effect the other way counts as inactive or inconclusive.
SMILES,CBFb-RUNX1 inh,GAA glycogen mod,HTT aggregate,GAA inhib,GAA spleen mod,HTT ATP protect,Lamin A splicing
CCOC(=O)N1CCN(C(=O)C(CC)n2nc(C)c3sc4ccccc4c3c2=O)CC1 (centres undefined),3%,6%,19%,13%,-6%,30%,-7%
CC(=O)NCCn1c(C)cc2ccccc21,2%,5%,-17%,-2%,0%,-9%[10 µM],-3%
N#CCCn1c(SCC(=O)c2c[nH]c3ccccc23)nc2ccccc21,0%,4%,9%,1%,1%,-29%,-10%
O=C1c2ccccc2C(=O)N1/N=C/c1ccc(O)c(O)c1O,.,?,-12%[9.22 µM],.,-4%,-2%[10 µM],.
NNC(=O)c1ccc([N+](=O)[O-])c(CS(=O)(=O)c2ccc(Cl)cc2)c1,-10%,?,-8%,-1%,-18%,-1%,9%
COc1ccc(C(=O)O/N=C2\CCS(=O)(=O)c3sccc32)cc1,5%,7%,7%,-2%,-7%,-23%,.
COC(=O)c1ccsc1NC(=O)c1cccc(OC)c1,28%,11%,-11%,9%,-1%,-25%,20%[46 µM]
N#CC(=C(/N)Sc1ccccc1N)/C(C#N)=C(/N)Sc1ccccc1N,-13%[21.7 µM],.,.,.,-3%,-40%&3%[inhibitor][1.9 µM],.
CC(=O)c1cccc(N=Nc2c(-c3ccccc3)[nH]n(-c3ccccc3)c2=O)c1,-8%,-6%,.,10%,-13%,.,-8%[46 µM]
COCCNCC(=O)NCC12CC3CC(CC(C3)C1)C2,-2%,7%,-12%[9.22 µM],0%,7%,3%,-6%
CN1CCN(CC/C=C2/c3ccccc3Sc3ccc(S(=O)(=O)N(C)C)cc32)CC1,-9%&-9%,1%,.,-5%[15.4 µM],-4%&-1%,.,-34%
O=C(Nc1ccccc1F)c1c[nH]c(=O)[nH]c1=O,-1%,2%,-15%[9.22 µM],-8%,2%,-13%[10 µM],?
Cc1cccc2cc(CN(Cc3cccnc3)C(=S)NCCCN(C)C)c(=O)[nH]c12,-10%,-10%,-17%[9.22 µM],?,-1%,11%[10 µM],?
CCN(CC)C(=O)COc1ccc(S(=O)(=O)N2CCOCC2)cc1,1%,11%,3%,-5%,6%,13%,14%
O=S(=O)(c1ccc(Br)cc1)N1CCN(c2cc(-c3ccccc3)nc3ncnn23)CC1,5%,3%,2%,5%,-3%,2%,-6%
COCCOC(=O)c1c(NC(=O)CNCc2ccco2)sc(C(N)=O)c1C,-1%,2%,5%,6%,-6%,-19%,15%[46 µM]
CCCCn1c(N)c(N(CCOC)C(=O)CN2c3ccccc3CC2C)c(=O)[nH]c1=O (centres undefined),-3%,-14%,7%,6%,0%,23%[10 µM],-27%[46 µM]
O=c1[nH]c(Cc2ccccc2)nc2scc(-c3ccccc3)c12,-9%,1%,0%,-3%,-4%,10%,10%
CC(=O)N1CC2(CC(=O)OC(C)C)CN(C(C)=O)CC(CC(=O)OC(C)C)(C1)C2=O,3%,3%,-1%,-4%,-1%,11%,5%
Cc1cccc(-n2c(SCc3ccc(C#N)cc3)nnc2-c2c[nH]c3ccccc23)c1,?,-1%,14%,1%,1%,5%[10 µM],?
C=C(Cl)COc1ccc2c(C)cc(=O)oc2c1,3%,7%,-16%,1%,7%,8%[10 µM],-14%
COc1ccc(Nc2nc(CN3CCOCC3)nc3sc4c(c23)CCC(C)C4)cc1OC (centres undefined),3%,-1%,-7%,-1%,1%,.,-3%
CCCCCC(=O)N(CN1C(=O)CCC1=O)c1ccccc1,7%,-3%,-5%,2%,-12%,-7%[0.074 µM],9%
CC(=O)Oc1ccccc1C1OC(=O)c2ccccc2N1C(C)=O (centres undefined),11%,-11%,3%,3%,-5%,2%[10 µM],6%
N/C(Cc1ccc(Cl)c(Cl)c1)=N\OC(=O)c1cccs1,8%,0%,5%,0%,-3%,-7%,?
O=C(NC(=S)N1CCN(c2ccc(F)cc2)CC1)C12CC3CC(CC(C3)C1)C2,-2%,-2%,-4%,0%,-6%,14%[10 µM],0%
Cc1cc(-c2ccccc2)c(C#N)c(N)n1,7%,7%,-30%,4%,7%,5%,5%
Cn1c(=O)c2c(nc(NCC(O)CO)n2CCc2ccccc2)n(C)c1=O (centres undefined),0%,6%,-17%,-10%,-5%,?,-5%
CC1(C)NC(=O)N(CCOc2cccc(Cl)c2Cl)C1=O,0%,5%,?,-9%,-6%,1%,6%
N#CCc1ccc(Oc2ncc(C(F)(F)F)cc2Cl)cc1,20%,-9%,15%,-8%,3%,-68%[inhibitor],1%[46 µM]
O=c1[nH]c(SCc2cccc(Cl)c2)nc2c1CCCC2,4%,9%,1%,2%,0%,18%,?
Cc1cccc(C(=O)Nc2cccc(Br)c2)c1[N+](=O)[O-],-1%,-10%,-2%,0%,-6%,-43%,.
CCCC(CCC)C(=O)Nc1ccncc1,7%,-1%,-4%,-6%,-7%,-1%[0.074 µM],-10%
CCn1c(C)nc2cc(C(=O)NNC(=S)NC(=O)c3ccccc3)ccc21,-16%,?,-23%,0%,-3%,-1%,?
O=C(O)C1CC=CCC1C(=O)NCc1ccccc1 (centres undefined),12%,0%,-3%,-6%,1%,-1%[0.074 µM],-4%
O=C(Nc1ccc2c(c1)OCCO2)c1cccnc1,6%,-1%,-5%,0%,2%,-30%,-1%
O=C(NC[C@H]1CCCCN1)c1cc(OCC(F)(F)F)ccc1OCC(F)(F)F,-5%[21.7 µM],.,.,.,9%,5%,.
CCc1ccc(S(=O)(=O)NCc2csc(C)n2)s1,2%,2%,13%,4%,-2%,-4%[10 µM],-5%
S=C(NC1CCCC1)N1CCN(c2ccccn2)CC1,2%,-6%,-6%,0%,-12%,-19%[10 µM],-7%
Cc1ccc2nc(NC(=O)CCCc3nc4ccccc4s3)sc2c1,0%,0%,-56%,-11%,3%,-3%,13%
C=CCn1c(CNC(=O)c2ccco2)nnc1SCC(=O)N1c2ccccc2Sc2ccccc21,-12%,-12%,-25%,-5%,-3%,-6%[10 µM],-2%
Cc1cc(NC(=O)CSc2nnnn2-c2ccccc2)no1,0%,-2%,11%[9.22 µM],7%,5%,-7%[10 µM],?
CCN(CC)CCNC(=O)c1ccccc1C(=O)c1ncc[nH]1,5%,9%,-12%,-7%,-15%,11%,7%
CCCOc1ccccc1/C=C(\C#N)C(=O)Nc1cccnc1,1%,1%,11%[9.22 µM],-4%[15.4 µM],-3%,-12%[10 µM],.
COC(=O)CSc1nnc(CNC(=O)c2cc(OC)cc(OC)c2)n1-c1ccc(F)cc1,-5%,-8%,13%,-7%,.,-18%,?
O=C(CN1CCCCC1)n1c2ccccc2c2ccccc21,-1%,1%,-11%[9.22 µM],.,3%,19%[10 µM],.
CN(C)c1nc(/C=C(\C#N)C(N)=O)c(Cl)n1-c1ccc(F)cc1,4%,-26%,-24%,-11%,-3%,?,.
NC(N)=NCCNS(=O)(=O)c1cccc2cnccc12,13%&5%,.,.,.,-2%&1%,-14%,.
COC(/C=C/Nc1ccc(OC)cc1)=C(C#N)C#N,3%,-7%,?,2%,8%,-15%[10 µM],1%
COc1cccc(C(=O)Nc2c3c(nn2-c2cccc(C)c2C)CS(=O)C3)c1OC (centres undefined),3%,-1%,17%,-2%,0%,-7%,?
# Following part
SMILES,CBFb-RUNX1 inh,GAA glycogen mod,HTT aggregate,GAA inhib,GAA spleen mod,HTT ATP protect,Lamin A splicing
O=C(CN1C2CCCC1CC(NC(=O)c1ccccc1)C2)Nc1nccs1 (centres undefined),5%,6%,-7%,-2%,-11%,-5%[1.9 µM],-10%
O=C1CCc2cc(S(=O)(=O)NC(Cc3ccccc3)C(=O)NCCC3=CCCCC3)ccc2N1 (centres undefined),-1%,15%,15%,-4%,4%,-31%,2%
CCOC(=O)Nc1ccccc1C(=O)Nc1cc(C)cc(C)c1,6%,-3%,2%,7%,-1%,-7%[10 µM],.
Cc1nc(Sc2ccccc2)c(C#N)cc1-c1ccccc1,25%,0%,-2%,1%,-11%,-33%,-1%
CCOC(=O)c1ccc(NC(=S)N2CCCC2)cc1,3%,0%,-6%[9.22 µM],.,11%,6%[10 µM],.
O=C(O)c1ccc(S(=O)(=O)NC2CC2)cc1,15%,3%,-11%[9.22 µM],.,-8%,10%[10 µM],.
NC(=S)n1[nH]c(-c2ccc([N+](=O)[O-])cc2)c(N=Nc2ccccc2[N+](=O)[O-])c1=O,1%,21%,4%,-3%,-2%,12%[10 µM],?
COc1cccc(-c2ccc3ncnc(N4CCN(C)CC4)c3c2)c1,.,.,.,.,3%,-108%[inhibitor],?
NC(=O)c1oc2ccccc2c1NC(=O)c1ccco1,8%,-1%,-32%,-5%,1%,35%[10 µM],-11%
Cc1cccc(CCN(Cc2cc3cccc(C)c3[nH]c2=O)C(=O)N2CCOCC2)c1,3%,-10%,16%,0%,-1%,-27%[10 µM],-2%

# The last 3 compounds of the part above come first, to join the parts.
SMILES,CBFb-RUNX1 inh,GAA glycogen mod,HTT aggregate,GAA inhib,GAA spleen mod,HTT ATP protect,Lamin A splicing
COc1cccc(-c2ccc3ncnc(N4CCN(C)CC4)c3c2)c1,.,.,.,.,3%,-108%[inhibitor],?
NC(=O)c1oc2ccccc2c1NC(=O)c1ccco1,8%,-1%,-32%,-5%,1%,35%[10 µM],-11%
Cc1cccc(CCN(Cc2cc3cccc(C)c3[nH]c2=O)C(=O)N2CCOCC2)c1,3%,-10%,16%,0%,-1%,-27%[10 µM],-2%
Cn1c(C(=O)OCC(=O)NCC2CCCO2)cc2sccc21 (centres undefined),-2%,1%,2%,7%,-5%,-3%[10 µM],-11%
Cc1ccc(-c2cc(-c3ccco3)c(C#N)c(=O)[nH]2)cc1,?,6%,-21%[9.22 µM],.,?,3%[10 µM],.
CC1(C)SC2C(NC(=O)Cc3ccccc3)C(=O)N2C1C(=O)O (centres undefined),18%,.,.,.,-2%,-41%[inhibitor],.
COc1cc(C(CCN2CCN(c3ccccc3)CC2)c2c(OC)cc(OC)c3c(C)cc(=O)oc23)cc(OC)c1OC (centres undefined),-6%&3%,-9%,-18%[9.22 µM],.,-6%&-1%,-31%[10 µM],.
Cc1cnc(NC(=O)c2cc3c(C)nn(Cc4ccccc4Cl)c3s2)s1,5%,6%,8%,7%,-1%,?,-5%
CC(C)OC(=O)Cn1cc(C#N)c2ccccc21,9%,-7%,1%[9.22 µM],8%,6%,28%[10 µM],13%[46 µM]

# Rows were taken by chance; any-hit rate near 1.5%.
